Siah-1 displacement: Siah-1 peptide-binding antagonists, primary screen, biochemical, fluorescence polarization, rhodamine-plectin, uHTS (AID 1817) | E3 ubiquitin-protein ligase SIAH1 (Homo sapiens) | Siah-1 / rhodamine-plectin peptide fluorescence polarization; higher % means a stronger effect | displacement, % at 20 µM; hits with a dose series show IC50 in µM | actives 0.02% (n = 290,000);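 active = displacement of at least 50% at 20 µM, with a fluorescence ratio check between 0.3 and a set limit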;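 also: plate controls were Siah plus tracer with DMSO for no effect and tracer alone without Siah for full effect; strong numbers were not always called active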
NTR1 ag: agonists of NTR1, primary screen, imaging, U2OS cells, beta-arrestin-GFP, high content (AID 493036); Neurotensin receptor type 1 (Homo sapiens), P30989; NTR1-U2OS beta-arrestin-GFP spot imaging, agonist mode; activation, % at 20 µM; actives 0.17% (n = 330,000);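 active = activation at or above 40% of the spot to cytoplasm intensity ratio, with at least 20 cells analyzed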;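 also: 0% = DMSO without peptide and 100% = 100 nM NTR1 peptide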
Target sequence (P30989 whole entry, looked up): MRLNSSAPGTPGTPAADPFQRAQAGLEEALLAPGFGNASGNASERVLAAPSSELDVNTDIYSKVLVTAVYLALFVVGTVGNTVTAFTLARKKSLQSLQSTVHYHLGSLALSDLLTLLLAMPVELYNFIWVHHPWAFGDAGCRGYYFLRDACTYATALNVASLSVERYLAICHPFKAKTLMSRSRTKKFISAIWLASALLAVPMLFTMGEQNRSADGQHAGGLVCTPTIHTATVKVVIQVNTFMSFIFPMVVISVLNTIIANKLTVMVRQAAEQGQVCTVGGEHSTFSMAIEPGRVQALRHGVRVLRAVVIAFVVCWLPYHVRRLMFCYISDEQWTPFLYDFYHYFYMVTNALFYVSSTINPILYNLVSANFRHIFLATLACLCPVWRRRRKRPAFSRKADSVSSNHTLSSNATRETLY
GPR55 antagonists: GPR55 antagonists blocking LPI-driven arrestin recruitment, primary screen, imaging, U2OS, beta-arrestin-GFP, LPI agonist (AID 2013) | G-protein coupled receptor 55 (Homo sapiens) | U2OS GPR55 beta-arrestin-GFP translocation imaging, LPI antagonism; higher % means a stronger effect | one-dose inhibition, % at 10 µM; IC50 in µM for titrated hits | actives 0.13% (n = 290,000);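 active = spots per cell inhibited over 60%, with over 100 cells counted and total cytoplasm intensity under 500,000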;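 also: U2OS cells stably carrying GPR55 and arrestin-GFP stimulated by 5 µM LPI near EC80; imaged beta-arrestin-GFP aggregate spots per cell after agonist stimulation; plate controls were LPI-stimulated DMSO wells for no effect and DMSO wells without LPI for full effect; some results filed as inactive read as strong as hits; confirmed hits need IC50 under 10 µM and bright autofluorescent wells are also inconclusive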
HIV fusion peptide: inhibitors of HIV fusion peptide binding, primary screen, biochemical, uHTS, fluorescence dequenching (AID 1986); cell-free peptide binding, fluorescence dequenching, 30 min; higher % means a stronger effect; inhibition, % at 20 µM; hits with a dose series show IC50 in µM; actives 0.3% (n = 290,000); in the data active = inhibition mostly above about 52%, no sharp cut-off; inactive = mostly below about 76%; also: some results filed as inactive read as strong as hits
GPR35 antagonists: GPR35 antagonists blocking zaprinast-driven arrestin recruitment, primary screen, imaging, U2OS, beta-arrestin-GFP, zaprinast agonist (AID 2058); U2OS GPR35 beta-arrestin-GFP translocation imaging, zaprinast antagonism; higher % means a stronger effect; actives 0.052% (n = 290,000); G-protein coupled receptor 35 (Homo sapiens); one-dose inhibition, % at 10 µM; IC50 in µM for titrated hits;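 active = inhibition of at least 50% with at least 30 cells and total cytoplasm GFP at most 10,000,000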
K1F lysis inhibition: inhibition of K1F phage lysis, E. coli UTI89, bacterial capsule biogenesis inhibitors, alamar blue (AID 488966); E. coli UTI89 K1F phage lysis, alamar blue, 2 h; higher % means a stronger effect; inhibition, % at 100 µM; hits with a dose series show IC50 in µM; actives 0.02% (n = 340,000);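 active = phage lysis inhibition, versus mean bacterial control, above a set limit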;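 also: capsule biogenesis inhibitors block K1F phage lysis so surviving cells raise fluorescence; higher fluorescence means more inhibition of phage lysis; actives were called in the ten point dose series up to 300 µM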
AID2073: inhibitors of Mint1-CaV2.2 protein interaction, biochemical, HTRF (AID 2073) | Voltage-dependent N-type calcium channel subunit alpha-1B (Homo sapiens) | HTRF protein-protein interaction, Mint1-CaV2.2; higher % means a stronger effect | one-dose inhibition, % at 20 µM; IC50 in µM for titrated hits | actives 0.19% (n = 290,000); in the data active = inhibition mostly above about 51%, no sharp cut-off; also: some results filed as inactive read as strong as hits
GPR55 beta-arrestin: GPR55 agonists via beta-arrestin recruitment, primary screen, imaging, U2OS cells, beta-arrestin-GFP redistribution (AID 1961) | G-protein coupled receptor 55 (Homo sapiens) | U2OS GPR55 beta-arrestin-GFP redistribution imaging; higher % means a stronger effect | activation, % at 10 µM; hits with a dose series show EC50 in µM | actives 0.048% (n = 290,000);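 active = activation above 40% with more than 50 cells counted in the well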;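 also: U2OS osteosarcoma cells stably expressing GPR55 and beta-arrestin-GFP; plate controls were DMSO negative control for no effect and LPI positive control for full effect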
NS5 inhibitors: Dengue-2 NS5 methyltransferase inhibitors, primary screen, biochemical, confirmation dose response (AID 588689); Genome polyprotein (Dengue virus type 2 (strain 16681-PDK53)); Dengue-2 NS5 methyltransferase capping enzyme assay, biochemical; higher % means a stronger effect; inhibition, % at 25 µM; hits with a dose series show IC50 in µM; actives 0.3% (n = 340,000); in the data active = a potency from the dose series
NTR1 ag cell count 20 µM: recorded beside NTR1 ag, whose call it bears; cell count; measured here: cell count, cytotoxicity flag
NS5 inhibitors pilot replicate: further read-out of NS5 inhibitors, marked with its call; inhibition, %; measured here: pilot screen replicate inhibition
Starred values were filed as active, the others as inactive; nt = no result given; & = joins results of further samples; [ ] = remark or other dose.

SMILES	Siah-1 displacement	NTR1 ag	NTR1 ag cell count 20 µM	GPR55 antagonists	HIV fusion peptide	GPR35 antagonists	K1F lysis inhibition	AID2073	GPR55 beta-arrestin	NS5 inhibitors	others
N#C/C(=C\c1c(N2CCCCC2)nc2ccccn2c1=O)S(=O)(=O)c1ccccc1	1%	9.1	36	1%	2.9%	7%	0.2%	5%	-0.2%	-12%
CN(C)CCCN1C(=O)C2CCc3[nH]c4ccccc4c3C2C1=O (stereo unspecified)	-4%	0.6	69	12%	-1.0%	7%	0.2%	-7%	0.0%	12%
NS(=O)(=O)c1ccc(CCNC(=O)[C@@H]2CCCN2S(=O)(=O)c2ccccc2F)cc1	4%	0.2	89	-11%	-2.8%	7%	-0.3%	-9%	-0.1%	8%
CC(C)C(=O)Nc1cc(C(F)(F)F)ccc1N1CCOCC1	-4%	-0.3	43	5%	-2.5%	12%	-0.1%	2%	0.0%	-7%
COC(=O)c1ccc(S(=O)(=O)N2CCCN(Cc3ccc(F)cc3)CC2)n1C	1%	0.6	69	-7%	-1.5%	-12%	0.5%	-5%	0.0%	7%
Cc1ccc(-c2nnn(C(C)C(=O)N3c4ccccc4CCc4ccccc43)n2)cc1 (stereo unspecified)	2%	3.8	49	7%	1.7%	-13%	1.0%	22%	0.1%	-8%
CCCN(CC(=O)Nc1ccccc1C)CC(=O)Nc1ccc(Br)cc1F	-8%	4.6	118	-1%	-1.1%	1%	-0.1%	2%	0.0%	-3%
Cc1c(NC(=S)Nc2ccccc2C(F)(F)F)cccc1[N+](=O)[O-]	-2%	-0.8	58	8%	-0.6%	24%	2.0%[50 µM]	-7%	0.5%	-4%
CCN(CC(=O)N1CCOCC1)S(=O)(=O)c1ccc2ccccc2c1	-9%	-0.7	70	-8%	0.5%	-14%	-0.1%	8%	-0.1%	0%
CCOC(=O)c1cc2sccc2n1CC(=O)N1CCc2ccccc21	-1%	6.8	48	-2%	0.6%	-2%	1.4%	12%	0.2%	-1%
COc1cccc(/C=C/C(=O)c2ccc(C)c([N+](=O)[O-])c2)c1	-2%	66*	42*	12%	1.2%	6%	1.5%[50 µM]	7%	2.9%	-2%
O=C1C(=O)N(CC(=O)N2CCCC2)c2ccccc21	2%	0.2	39	10%	-0.9%	-4%	0.0%	-3%	-0.1%	-1%
CCn1c(=O)c(=O)n(CC)c2cc(S(=O)(=O)Nc3cc(C)ccc3C)ccc21	10%	-0.8	64	-2%	-1.4%	-4%	0.4%	-1%	-0.1%	-7%
CCOc1ccccc1OCCCCN1CCCC1	5%	-0.1	49	10%	-1.0%	7%	0.8%	-6%	0.2%	2%
CCOc1ccccc1NS(=O)(=O)c1cn(C)nc1C	4%	0.0	47	-3%	-0.8%	-15%	-0.6%	-4%	0.0%	-7%
Cc1ccc(C(=O)N/C(=C\c2ccc(-c3cccc([N+](=O)[O-])c3)o2)C(=O)NC(C)(C)C)cc1	-3%	-1.6	53	2%	-2.3%	7%	0.9%[50 µM]	15%	-0.5%	-3%
OCCC1CN(Cc2cnc(-c3ccccc3)s2)CCN1C1CCCCC1 (stereo unspecified)	14%	1.4	57	13%	0.5%	-6%	0.2%	12%	0.2%	-3%
CCN(C(=O)c1ccc(NC(=O)Cc2ccccc2)cc1)c1ccccc1	2%	3.9	57	0%	1.9%	7%	0.0%	19%	0.3%	-3%
O=C(N/N=C/c1cc(Br)cc(Br)c1O)c1cccc(N2CCCC2=O)c1	-7%	4.9	39	0%	30%	-7%	0.1%	7%	-0.1%	-41%
O=C(Nc1ccc(Cl)cc1Cl)c1cc2ccccc2o1	-5%	3.9	57	0%	-0.4%	8%	0.1%	20%	-0.3%	4%
Cc1ccccc1NC(=O)N1CCN(C(=O)c2ccco2)CC1	0%	-2.1	75	1%	-0.3%	-4%	0.6%	-1%	0.2%	-9%
FC(F)(F)Oc1ccc(Nc2nc3ccccc3o2)cc1	0%	-1.2	80	4%	-3.6%	4%	1.2%	7%	-0.1%	6%
CCC(=O)NCCc1cc2cc(C)c(C)cc2[nH]c1=O	-2%	8.8	48	7%	-1.2%	-20%	0.8%	5%	0.3%	-4%
O=C(CNS(=O)(=O)c1ccccc1)NCC(=O)N1CCCCC1	-3%	-0.1	70	-3%	2.7%	1%	0.2%	2%	0.6%	-9%	NS5 inhibitors pilot replicate=-5.5
CCc1cc(SC#N)cc(C)c1NC(=O)CCl	-10%	10	66	7%	-1.5%	4%	-1.8%	-40%	-0.2%	19%
Next part
SMILES	Siah-1 displacement	NTR1 ag	NTR1 ag cell count 20 µM	GPR55 antagonists	HIV fusion peptide	GPR35 antagonists	K1F lysis inhibition	AID2073	GPR55 beta-arrestin	NS5 inhibitors	others
Cc1cc(Cl)c(S(=O)(=O)N2CCN(c3cccc(C)c3C)CC2)cc1OCC(N)=O	5%	26	86	7%	0.5%	7%	0.3%	-4%	0.0%	-5%	NS5 inhibitors pilot replicate=4.2
Cc1ccsc1C(=O)NCCC(c1ccccc1)c1ccccc1	12%	0.1	67	9%	-1.4%	1%	0.0%	-6%	0.5%	9%
COC(=O)CCCNc1ncccc1[N+](=O)[O-]	4%	-0.2	78	5%	-0.9%	6%	0.7%	-2%	0.0%	-3%
COc1cccc(/C=N/NC(=O)C(=O)NCc2ccco2)c1OC	2%	-0.6	57	-2%	-0.2%	7%	1.3%	-7%	-0.2%	4%
Cc1nccc2[nH]c(=O)c(C(=O)NCCCN(C)C3CCCCC3)cc12	-2%	nt	nt	4%	-0.9%	-10%	nt	-1%	0.0%	nt
CC(=O)c1c(C)nc(Nc2nc(C)c3cc(C)ccc3n2)nc1C	-3%	-0.5	40	5%	3.5%	-10%	-0.4%	-24%	-1.0%	-5%
CC1CN(C(=O)c2ccc(OC3CCN(Cc4ccccn4)CC3)cc2)CCN1C (stereo unspecified)	0%	1.2	63	3%	0.7%	10%	0.1%	12%	-0.1%	6%
CC(CCn1cccn1)NC(=O)CCc1nnc(C2CCCCC2)o1 (stereo unspecified)	7%	0.3	43	6%	0.8%	-9%	0.1%	-5%	0.6%	-6%
O=C(COc1ccc(Br)cc1)N1CCN(S(=O)(=O)/C=C/c2ccccc2)CC1	3%	3.1	56	3%	0.3%	-5%	0.9%[50 µM]	6%	0.2%	1%
O=C(Nc1ccc2oc(-c3ccc(F)cc3)nc2c1)c1ccccc1F	1%	0.4	40	8%	-2.5%	13%	0.9%	47%	-0.2%	4%
Cc1n[nH]c(C)c1CCc1nc2c3ccccc3nc(SCC(=O)Nc3ccccc3F)n2n1	1%	0.7	88	-9%	1.5%	-9%	5.5%	-4%	-0.1%	-1%
OC(COc1cccc(OCC(O)CN2CCOCC2)c1)CN1CCOCC1 (stereo unspecified)	-3%&3%	0.6&-0.3	70&38	-3%&7%	1.7%&-1.3%	3%&8%	11%&7.3%	9%&1%	0.4%&-0.2%	-3%&3%
CCCN(CCC)c1ccc(/C=N/NC(=O)CN2CCOCC2)cc1	0%	-0.5	82	5%	-0.1%	-15%	-1.3%	-4%	-0.1%	2%
COc1ccc(NC(=O)c2ccco2)cc1S(=O)(=O)N1CCCCC1	3%	1.6	68	13%	0.2%	-2%	1.9%[50 µM]	11%	0.0%	8%
COc1ccc(-c2nnc(SCC(=O)c3ccc[nH]3)o2)cc1	-3%	1.4	51	9%	4.1%	-10%	-0.6%	2%	-0.2%	-3%
COC(=O)c1cnn(-c2ccc(F)cc2F)c1/C=N/NC(N)=S	2%	-0.7	29	0%	-1.1%	17%	0.2%	2%	-0.3%	2%
O=C(Nc1nccs1)C(F)(F)C(F)(F)C(F)(F)C(=O)Nc1nccs1	12%	-0.3	63	9%	5.4%	-1%	2.4%	-8%	-1.5%	-1%
Cc1ccc(CS(=O)(=O)Cc2ccc(C(=O)NCCCN3CC(C)CC(C)C3)o2)cc1 (stereo unspecified)	-2%	-0.3	50	6%	-1.0%	-5%	0.0%	7%	-0.1%	9%
Cc1cccc(Nc2nc(N)nc(CN3CCC(C)CC3)n2)c1C	-4%	-0.9	35	-3%	1.8%	5%	0.3%	-2%	0.2%	-7%
Cc1ccc(NS(=O)(=O)c2ccc3[nH]c(=O)c(=O)[nH]c3c2)cc1Cl	20%	1.2	33	-4%	0.1%	-2%	1.5%	8%	-0.2%	4%
CCOc1cccc(CN2CCCC(C(=O)Nc3ccc(-c4ccn[nH]4)cc3)C2)c1O (stereo unspecified)	6%	0.4	66	11%	1.0%	17%	0.7%	7%	-0.1%	-10%
CCC(=O)Nc1ccc(S(=O)(=O)Nc2nccs2)cc1	-2%	-0.7	46	13%	-1.3%	9%	-1.4%	16%	-0.2%	4%
CN(C)Cc1c(C(=O)N/N=C/c2ccc(OCc3ccc(F)cc3)cc2)nnn1-c1nonc1N	2%	-0.1	22	-4%	-1.0%	13%	0.0%	22%	-0.1%	-9%
NC(=O)C(Cc1ccccc1)N1C(=O)c2ccccc2C1=O (stereo unspecified)	-2%	-0.1	56	-6%	1.0%	-1%	0.1%	6%	-0.4%	1%
O=C(O)CN1C(=O)/C(=C\c2cccc(OCc3ccc(Cl)cc3)c2)SC1=S	-2%	0.2	43	1%	14µM*	4%	-0.2%	-13%	-0.1%	39µM*
Cc1ccc(/C=N/NC(=O)c2ccoc2C)o1	1%	-1.8	62	9%	1.7%	-3%	4.2%	4%	0.1%	-3%
CCOC(=O)CNC1CC(=O)N(c2cccc(Cl)c2)C1=O (stereo unspecified)	0%	1.9	56	16%	1.5%	12%	2.7%	2%	-0.1%	-6%
COc1ccc(NC(=O)CSCc2cc(=O)n3cc(C)sc3n2)cc1	-4%	-1.4	55	-4%	0.2%	6%	0.3%	-1%	-0.1%	12%
CCCCn1c(C)csc1=Nc1cccnc1	10%	-0.8	53	-2%	-0.8%	0%	6.2%	-10%	-0.2%	-4%

Filtered by structure, the entries above containing a cyano group.
SMILES	Siah-1 displacement	NTR1 ag	NTR1 ag cell count 20 µM	GPR55 antagonists	HIV fusion peptide	GPR35 antagonists	K1F lysis inhibition	AID2073	GPR55 beta-arrestin	NS5 inhibitors	others
N#C/C(=C\c1c(N2CCCCC2)nc2ccccn2c1=O)S(=O)(=O)c1ccccc1	1%	9.1	36	1%	2.9%	7%	0.2%	5%	-0.2%	-12%
CCc1cc(SC#N)cc(C)c1NC(=O)CCl	-10%	10	66	7%	-1.5%	4%	-1.8%	-40%	-0.2%	19%
